# VLA-4 inh – inhibition in human VLA-4 binding assay, primary screen, VLA-4 allosteric modulator project, MLPCN library, flow cytometry, VLA-4 expressing cells. Integrin alpha-4 (Homo sapiens), P13612. ligand binding flow cytometry. inhibition, % (about 7 µM as worked out from the volumes in the protocol). 330,000 compounds, 0.2% hits. AID 2557, 2010; in the data active = inhibition above about 50%
# AGP1-GFP MLPCN – modulators of AGP1-GFP expression in yeast TOR pathway, primary screen, cell-based, multiplex flow cytometry, S. cerevisiae, MLPCN library; 320,000 compounds, 0.02% hits; AID 2066, 2009; GFP response vs DMSO, % at 10 µM; 3 h; GFP as percent of DMSO wells;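 active = GFP response relative to DMSO above a set limit, near screen average plus 3 SD, cut at about 150% in these data; inconclusive = fewer than 70 cells counted for the yeast strain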;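 also: median GFP channel fluorescence of the gated AGP1 strain per well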
# MEP2 TOR yeast – modulators of MEP2-GFP levels in yeast, primary screen, S. cerevisiae, multiplex flow cytometry, MLPCN library; 330,000 compounds, 0.51% hits; AID 2016, 2009; GFP response vs DMSO, % at 10 µM; S. cerevisiae MEP2-GFP strain, 3 h; 100% = DMSO control level;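 active = GFP response versus DMSO above a set limit, roughly screen mean plus 3 SD, cut at about 180% in these data; inconclusive = fewer than 70 cells counted for a yeast strain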;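 also: median GFP fluorescence of the barcode-gated MEP2-GFP cells per well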
# RPL19A-GFP yeast – RPL19A-GFP expression modulators in yeast, primary screen, cell-based, S. cerevisiae, multiplex flow cytometry, MLPCN; percent response vs DMSO, % at 10 µM; 330,000 compounds, 0.3% hits; S. cerevisiae RPL19A-GFP strain, 3 h; stronger effect = lower value;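 active = percent response vs DMSO below 50%; inconclusive = fewer than 70 events counted for the yeast strain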;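 also: median channel GFP fluorescence of the barcoded RPL19A-GFP strain; ratio of sample median GFP to plate DMSO average so 100% = DMSO; lower means less RPL19A-GFP as with rapamycin TOR inhibition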
# CIT2 TOR yeast – modulators of CIT2-GFP expression in yeast, primary screen, S. cerevisiae, GFP fusion, multiplex flow cytometry, MLPCN library; S. cerevisiae CIT2-GFP strain, 3 h; 100 means same as DMSO wells; GFP response vs DMSO, % at 10 µM; 320,000 compounds, 0.065% hits;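 active = GFP response relative to DMSO above a set limit, near the screen mean plus 3 SD, cut at about 150% in these data; inconclusive = Fewer than 70 cells measured for a yeast strain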;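 also: ratio of well median GFP fluorescence to mean of DMSO wells on the plate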
# GASC-1 inh – inhibitors of GASC-1 histone demethylase, primary screen, biochemical, fluorescence, DELFIA europium; GST-JMJD2C(1-420) H3K9me3 demethylation; Lysine-specific demethylase 4C (Homo sapiens), Q9H3R0; 330,000 compounds, 0.069% hits; inhibition, % at 2.35 µM;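 active = more than half of a compound's replicate wells show inhibition beyond 50%, single wells judged on their own value; inconclusive = some, but no more than half, of replicates pass 50% inhibition; inactive = no replicate passes 50% inhibition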;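 also: signal counts dimethyl H3K9 product captured on neutravidin plate; 0% = median of DMSO wells and 100% = 0.3 times that DMSO median; strong numbers were not always called active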
# Target sequence (Q9H3R0 1-420 limits assumed): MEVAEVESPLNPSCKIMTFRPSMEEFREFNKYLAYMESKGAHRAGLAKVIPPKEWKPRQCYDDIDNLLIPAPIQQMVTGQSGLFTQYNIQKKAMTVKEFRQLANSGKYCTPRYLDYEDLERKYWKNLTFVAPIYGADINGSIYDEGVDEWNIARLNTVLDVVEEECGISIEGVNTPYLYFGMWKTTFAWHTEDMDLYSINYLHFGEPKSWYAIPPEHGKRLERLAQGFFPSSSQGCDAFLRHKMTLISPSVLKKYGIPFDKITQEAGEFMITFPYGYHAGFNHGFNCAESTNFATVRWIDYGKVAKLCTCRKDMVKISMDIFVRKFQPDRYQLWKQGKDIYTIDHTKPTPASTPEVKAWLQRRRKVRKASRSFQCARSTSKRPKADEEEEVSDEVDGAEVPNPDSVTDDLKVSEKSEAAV
# LAP4-GFP MLPCN – modulators of LAP4-GFP expression in yeast, primary screen, S. cerevisiae, multiplex flow cytometry, MLPCN library; 3 h; median GFP as percent of DMSO wells; GFP response vs DMSO, % at 10 µM; 320,000 compounds, 0.34% hits; AID 2023, 2009;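 active = GFP response vs DMSO above a set limit, about the screen mean plus 3 SD, cut at about 150% in these data; inconclusive = under 70 cell events counted for the yeast strain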
# GRK2 aptamer HTS – compounds blocking aptamer binding on GRK2 – biochemical, human GRK2, bead flow cytometry, HTS, primary screen; Beta-adrenergic receptor kinase 1 (Homo sapiens), P25098; FAM-aptamer displacement from GRK2; inhibition of aptamer binding, % at 10 µM; 330,000 compounds, 0.59% hits; AID 488847, 2010;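 active = inhibition of aptamer binding above 40%, roughly 3 SD of noise, on plates passing a quality check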;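 also: median bead fluorescence of bound FAM aptamer so fluorescent compounds give negative values; no value below 0 was filed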
# Numbers without * were called inactive; i = inactive; ? = inconclusive; . = not tested or not shown; & = joins results of further samples; [ ] = remark or other dose.
SMILES,VLA-4 inh,AGP1-GFP MLPCN,MEP2 TOR yeast,RPL19A-GFP yeast,CIT2 TOR yeast,GASC-1 inh,LAP4-GFP MLPCN,GRK2 aptamer HTS
Cc1onc(-c2ccccc2)c1C(=O)N/N=C/c1ccco1,1,101,88,96,84,-5,106,2
O=C(COC(=O)CNC(=O)c1ccc(Cl)cc1Cl)NC1CCCCC1,6,90,97,104,84,-1,86,1
CCOC(=O)c1ccc(-n2c(O)c(/C=N/NC(=O)C3COc4ccccc4O3)c3ccccc3c2=O)cc1 (stereo unspecified),-22,103,99,100,99,23,100,0
CCN1CCN(C(=O)c2cn(CCOC)c(=O)c3c2c2ccccc2n3C)CC1,6,109,106,103,105,70,106,0
O=C(Nc1cc(C(F)(F)F)ccc1Cl)c1cc(C2CC2)on1,-5,97,101,100,103,2,100,.
Cc1ccc(OCc2cc(C(=O)NC3CCOC3)no2)cc1C (stereo unspecified),4,106,109,103,100,-5,105,0
CCOc1ccc(C(=O)OCC(=O)Nc2ccc(SC(F)F)cc2)cc1OCC,-6,98,109,99,114,2,89,0
CCc1ccc(Nc2nnc(SCC(=O)N(C)C3CCS(=O)(=O)C3)s2)cc1 (stereo unspecified),6,96,97,94,95,4,89,1
CC(CC(=O)O)CC1=NS(=O)(=O)c2ccccc2N1 (stereo unspecified),-6,95,91,92,95,-12,88,23
Cc1c(Cc2ccccc2)c(=O)oc2cc(OCC(=O)NCC3CCC(C(=O)O)CC3)ccc12 (stereo unspecified),0,100,111,95,90,.,105,2
COC(=O)c1ccc(NS(=O)(=O)c2ccc3[nH]c(=O)oc3c2)cc1,-11,103,101,101,93,1,93,1
CCCN1C2CCCC1CC(NC(=S)Nc1cc(C)ccc1C)C2 (stereo unspecified),15,103,95,95,.,41,96,0
CCOC(=O)c1c(N)c2cc([N+](=O)[O-])cnc2n1C,-6,124,99,99,116,-7,115,0
COc1ccccc1N1CCN(c2nc(N)c(C#N)c(CC#N)c2C#N)CC1,13,92,98,91,90,12,95,0
COC(=O)c1ccc(Cl)c(NC(=O)c2cccc([N+](=O)[O-])c2C)c1,0,98,92,94,94,1,100,0
Cc1cccc(CSC2=CS(=O)(=O)c3ccccc3N2)c1,33,105,102,101,104,12,102,0
C/C(=N\NC(=O)Cc1ccccc1)c1cccs1,7,102,102,98,100,5,103,2
Cc1ccccc1NC(=O)Nc1ccccc1Br,15,99,97,98,98,10,93,3
COC(=O)C(C(=O)Nc1ncccn1)C1CCCCCC1 (stereo unspecified),-19,?,317*[may fluoresce violet],?,?,0,107[may fluoresce violet],0
COc1ccccc1CC(=O)O/N=C(\N)Cc1cccc2ccccc12,-29,105,94,98,86,-2,85,0
COc1ccc(/C=C(\C#N)C(=O)OCC(=O)Nc2c(C)cccc2C)cc1,-6,96,100,96,93,10,87,4
C=CCn1c(=S)[nH]c2nc3c(cc2c1=O)COC(C)(C)C3,11,96,102,98,96,-1,102,0
CCC(=O)c1ccc(OC(=O)c2cnccn2)cc1,2,99,93,100,99,15,105,0
CC(=O)c1ccc(NC(=O)C2CC(c3ccc(F)cc3)=NO2)cc1 (stereo unspecified),33,99,110,100,92,6,112,3
COc1ccc(N2CC(C(=O)NCCC3=CCCCC3)CC2=O)cc1 (stereo unspecified),17,96,94,94,89,-2,94,24
# Additional compounds follow.
SMILES,VLA-4 inh,AGP1-GFP MLPCN,MEP2 TOR yeast,RPL19A-GFP yeast,CIT2 TOR yeast,GASC-1 inh,LAP4-GFP MLPCN,GRK2 aptamer HTS
Cc1ccc(S(=O)(=O)N2CCN(Cc3nnc(-c4c(-c5ccccc5)noc4C)o3)CC2)cc1,6,110,106,101,103,-5,98,0
Cc1ccc(-n2cccn2)c(CN2CCCC(CNC(=O)c3ccc(F)cc3)C2)c1 (stereo unspecified),20,96,105,99,99,17,97,0
O=C(Nc1ccccc1)N1CC=C(c2ccc(F)cc2)CC1,6,95,108,100,84,10,125,0
CCOC(=O)c1c(C(=O)OCC)c(C)n(N2C(=O)CSC2=S)c1C,4,101,108,102,106,-2,101,1
CCOC(=O)c1c(C)nc2sc(C(N)=O)c(N)c2c1-c1ccccc1,4,92,100,99,90,9,102,0
COc1ccc(-n2ccc(=O)c(C(=O)O)n2)cc1,5,103,99,104,107,0,89,0
CC(=O)n1cc(/C=C2/N=C(c3ccccc3)OC2=O)c2ccccc21,-5,95,100,101,98,-1,91,5
COc1ccc(OC)c(CNC(=O)Cc2c(C(=O)O)[nH]c3ccccc23)c1,8,111,103,105,115,18,94,0
CCCn1c(SCC(=O)Nc2nnc(CC)s2)nnc1-c1ccco1,1,104,97,100,90,1,100,3
Cc1cccc(-c2nc(CS(=O)CC(=O)NCCc3ccc(Cl)cc3)c(C)o2)c1 (stereo unspecified),0,94,99,96,92,-25,95,1
O=C(Nc1ccc(NC(=O)c2ccccc2Cl)nc1)c1ccncc1,19,107,112,108,110,-12,93,0
N#Cc1ccc(N2Cc3ccccc3C2=NC(=O)c2cccs2)cc1,24,104,104,106,101,10,100,1
CN(C)C(=O)CSc1nnc(-c2cccnc2)n1-c1ccccc1,-9,107,104,95,104,-12,103,0
Cc1cc(C)n2nc(C(=O)NC3CCCc4ccccc43)nc2n1 (stereo unspecified),0,84,99,96,90,20,97,0
COc1ccccc1NC(=O)CSc1nnc(-c2ccncc2)o1,7,98,94,94,.,-20,90,0
O=C(NC(=S)Nc1ccccc1Cl)c1cncc(Br)c1,18,95,102,99,96,0,98,1
O=C(c1cc(-c2cccs2)on1)N1CCN(c2ccc(F)cc2)CC1,-10,102,105,104,106,-4,107,1
CCN=C(NCC)SC1CC(=O)N(CCc2ccccc2)C1=O (stereo unspecified),1,92,98,96,91,-41,96,0
CC(Oc1ccccc1)C(=O)NC1CC(C)(C)NC(C)(C)C1 (stereo unspecified),-20,96,96,96,98,-1,99,0
O=C(O)C1Cc2[nH]cnc2C(c2ccc(F)cc2)N1 (stereo unspecified),1,98,99,100,105,-34,89,3
N/C(=N\OC(=O)CCC1CCCCC1)c1ccccn1,-2,91,103,98,99,5,92,0
CC(C)NCC(O)COc1cccc2ccccc12 (stereo unspecified),-1,94,90,92,102,12&9,107,2
Cc1nc2sc3c(NCc4ccco4)ncnc3c2c2c1COC(C)(C)C2,-2,98,108,104,114,4,91,0
O=C(CN(c1ccc(F)cc1)S(=O)(=O)c1ccc2c(c1)OCCO2)NCc1ccccc1,13,94,90,90,95,6,91,2
CCc1ccc(-n2c(=O)c3ccccc3n(CC(=O)NCc3ccco3)c2=O)cc1,11,95,103,101,103,3,97,1

# Already shown: twelve of the compounds above.
SMILES,VLA-4 inh,AGP1-GFP MLPCN,MEP2 TOR yeast,RPL19A-GFP yeast,CIT2 TOR yeast,GASC-1 inh,LAP4-GFP MLPCN,GRK2 aptamer HTS
Cc1cc(C)n2nc(C(=O)NC3CCCc4ccccc43)nc2n1 (stereo unspecified),0,84,99,96,90,20,97,0
COc1ccccc1NC(=O)CSc1nnc(-c2ccncc2)o1,7,98,94,94,.,-20,90,0
O=C(NC(=S)Nc1ccccc1Cl)c1cncc(Br)c1,18,95,102,99,96,0,98,1
O=C(c1cc(-c2cccs2)on1)N1CCN(c2ccc(F)cc2)CC1,-10,102,105,104,106,-4,107,1
CCN=C(NCC)SC1CC(=O)N(CCc2ccccc2)C1=O (stereo unspecified),1,92,98,96,91,-41,96,0
CC(Oc1ccccc1)C(=O)NC1CC(C)(C)NC(C)(C)C1 (stereo unspecified),-20,96,96,96,98,-1,99,0
O=C(O)C1Cc2[nH]cnc2C(c2ccc(F)cc2)N1 (stereo unspecified),1,98,99,100,105,-34,89,3
N/C(=N\OC(=O)CCC1CCCCC1)c1ccccn1,-2,91,103,98,99,5,92,0
CC(C)NCC(O)COc1cccc2ccccc12 (stereo unspecified),-1,94,90,92,102,12&9,107,2
Cc1nc2sc3c(NCc4ccco4)ncnc3c2c2c1COC(C)(C)C2,-2,98,108,104,114,4,91,0
O=C(CN(c1ccc(F)cc1)S(=O)(=O)c1ccc2c(c1)OCCO2)NCc1ccccc1,13,94,90,90,95,6,91,2
CCc1ccc(-n2c(=O)c3ccccc3n(CC(=O)NCc3ccco3)c2=O)cc1,11,95,103,101,103,3,97,1

# (next part)
SMILES,VLA-4 inh,AGP1-GFP MLPCN,MEP2 TOR yeast,RPL19A-GFP yeast,CIT2 TOR yeast,GASC-1 inh,LAP4-GFP MLPCN,GRK2 aptamer HTS
CN(Cc1ccccc1)C(=O)c1ccc(NC(=O)Cc2cccc(NC(=O)C3CCN(C(=O)C4CCC4)CC3)c2)cc1,1,98,88,99,102,2,100,1
CCOc1ccc(S(=O)(=O)NCc2ccccn2)cc1NC(=O)c1ccccc1,5,111,101,99,106,-7,103,2
COC(=O)c1c(NC(=O)CN2CCN(C(=O)c3ccco3)CC2)c2c(C)cccc2n1C,6,104,102,99,107,7,109,2
Cc1cc(-c2cccs2)nc(-n2cccc2)n1,-1,102,101,101,103,4,96,0
Fc1ccc(CSc2nnc(-c3ccccn3)o2)cc1,4,98,108,102,103,22,95,1
Cc1nc2ccccc2c(=O)n1/N=C/c1cc(Br)ccc1O,6,96,103,107,102,1,90,0
CC(C)c1ccccc1-n1c(SCC(=O)N2CCc3ccccc3C2)nc2ccccc2c1=O,55*,94,97,99,90,-4,94,0
COc1cc(OC)cc(C(=O)NC(=S)NNC(=O)c2cnccn2)c1,21,101,101,106,101,7,94,0
O=C(CCN1C(=O)C2C3C=CC(C4CC34)C2C1=O)Oc1ccc(Br)cc1 (stereo unspecified),-12,101,105,103,104,8,103,6
CN(CC(=O)Nc1cccc(F)c1)C(=O)c1ccc(-c2ccc(Cl)cc2)o1,-4,94,106,103,107,i,99,0
COc1ccc(NC(=O)Nc2ccc(F)c(Cl)c2)cc1,10,100,111,104,104,-1,100,3
COc1ccccc1N1CCN(S(=O)(=O)CCNC(=O)c2ccc(OC(C)C)cc2)CC1,10,95,95,96,94,4,94,1
C=CC[C@H](CC(=O)NCCO)C(=O)NC[C@@H](OC(=O)[C@H](CC=C)CC(=O)OC(C)(C)C)c1ccccc1,2,96,91,95,97,1,79,2
CC(=O)c1ccccc1OC(=O)c1c(F)cccc1F,2,104,101,106,103,27,111,0
COc1ccccc1NC(=O)/C(=C/c1ccncc1)NC(=O)c1ccccc1,22,110,111,109,110,0,108,5

# High-throughput results deposited in PubChem BioAssay by several laboratories.
